# Screens as filed in PubChem.
# A549 viability = counter-screen for Nrf2 inhibitors: cytotoxicity in A549 cells; Potency, µM (top dose mostly 46 µM), for the others: top-dose activity change, negative = cytotoxicity, actives largely listed as inhibitors; A549 ARE-Fluc cells, CellTiter-Fluor viability, 18-24 h; 390,000 tested, 0.16% active; also: potency is read from the fitted curve at half-maximal effect; % is scaled to controls: 0 for no effect and ±100 for the full control effect
#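 A549 ARE-Fluc cells in 5% FBS OPTI-MEM, 5000 cells/well, rested 2 h then exposed to compounds in concentration-response for 18-24 h at 37 °C. Viability by CellTiter-Fluor fluorescence (Ex 405/Em 525) after 30 min; luciferase luminescence (BugLite, 15 min, RT) read afterwards.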
# TGFb inhibitor = inhibitors of TGF-b signaling. HepG2 CAGA-GFP TGF-b/SMAD3 reporter, GFP fluorescence, 18 h; TGF-beta stimulated, 500 pg/mL final. Potency, µM (titrated, usually from 46.1 µM), for inactives: at the highest dose activity, negative = inhibition, actives largely listed as inhibitors. 410,000 tested, 1.2% active. AID 588855; also: potency is read from the fitted curve at half-maximal effect; % is scaled to controls: 0 for no effect and ±100 for the full control effect; nearly all actives have a fitted effect of over 65% in size
#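 HEPG2 CAGA-GFP, 1000 cells/well; 2 h settle, 37 C; cpd via pin tool; TGF-b 500 pg/mL final; 18 h, 37 C; GFP imaging ex488/em500-530; %Activity normalised to -TGF-b and +DMSO controls; CRC fit, curve class.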
# S2 tox = viability counter-screen for ATXN expression inhibitors | AID 651635 | S2 cells (HEK-293 line with an ATXN2-luciferase reporter) viability, CellTiter-Fluor protease fluorescence, 24 h | Potency, µM (top dose mostly 56.7 µM), hits mostly cytotoxic | 400,000 tested, 0.49% active; also: potency is read from the fitted curve at half-maximal effect; nearly all actives have a fitted effect of over 40% in size
# ATXN2 expr inh = ATXN2 expression inhibition; HEK-293 ATXN2-luciferase reporter, luminescence, 24 h; Potency, µM (doses to about 57 µM), inactives show at the top dose activity change, negative = inhibition, actives largely listed as inhibitors; 360,000 tested, 0.72% active; also: potency is read from the fitted curve at half-maximal effect; % is scaled to controls: 0 for no effect and ±100 for the full control effect; nearly all actives have a fitted effect of over 55% in size
#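 ATXN2-luciferase reporter cells (luciferase flanked by upstream and downstream ATXN2 gene portions) were treated 24 h at 37 °C with compounds at up to 57 uM. SteadyGlo luminescence gave expression; GF-AFC fluorescence gave viability.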
# Nrf2 ARE act = activates Nrf2 signaling; 410,000 tested, 0.31% active; Potency, µM (top dose mostly 46.1 µM), for inactives: at the highest dose activation, actives largely listed as activators; AREc32 ARE-luciferase reporter (MCF7-derived line), luminescence, 24 h; also: potency is read from the fitted curve at half-maximal effect; % of control where 0% means no effect; nearly all actives have a fitted effect of over 65% in size
#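 Cells of the AREc32 ARE-luciferase line are plated in OPTI-MEM containing 5% FBS and left overnight at 37 deg C. Compounds are pinned in, incubation continues 24 hr, and firefly luciferase signal is then measured.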
# Nrf2 block = inhibitors of Nrf2 signaling; A549 ARE-Fluc reporter, luciferase luminescence, 18-24 h; Potency, µM (top dose mostly 46 µM), for inactives: at the top dose activity change, negative = inhibition, most hits filed as inhibitors; 360,000 tested, 2.1% active; also: potency is read from the fitted curve at half-maximal effect; % is scaled to controls: 0 for no effect and ±100 for the full control effect; nearly all actives have a fitted effect of over 60% in size
#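 Two sequential reads on A549 ARE_Fluc cells exposed to compound for 18-24 h: a CellTiter-Fluor fluorescence read for viability, then a luciferase luminescence read for Nrf2/ARE activity.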
# EPAC2 agonist = agonists of human EPAC2 (RAPGEF4); Potency, µM (titrated, usually from 154 µM), without a hit: top-dose activation, actives largely listed as activators; 360,000 tested, 0.079% active; Q8WZA2; EPAC2 activation, biochemical qHTS; response scale: 100% = 6.5 mM cAMP response; also: potency is read from the fitted curve at half-maximal effect; nearly all actives have a fitted effect of over 50% in size
# Target sequence (Q8WZA2 whole entry, looked up): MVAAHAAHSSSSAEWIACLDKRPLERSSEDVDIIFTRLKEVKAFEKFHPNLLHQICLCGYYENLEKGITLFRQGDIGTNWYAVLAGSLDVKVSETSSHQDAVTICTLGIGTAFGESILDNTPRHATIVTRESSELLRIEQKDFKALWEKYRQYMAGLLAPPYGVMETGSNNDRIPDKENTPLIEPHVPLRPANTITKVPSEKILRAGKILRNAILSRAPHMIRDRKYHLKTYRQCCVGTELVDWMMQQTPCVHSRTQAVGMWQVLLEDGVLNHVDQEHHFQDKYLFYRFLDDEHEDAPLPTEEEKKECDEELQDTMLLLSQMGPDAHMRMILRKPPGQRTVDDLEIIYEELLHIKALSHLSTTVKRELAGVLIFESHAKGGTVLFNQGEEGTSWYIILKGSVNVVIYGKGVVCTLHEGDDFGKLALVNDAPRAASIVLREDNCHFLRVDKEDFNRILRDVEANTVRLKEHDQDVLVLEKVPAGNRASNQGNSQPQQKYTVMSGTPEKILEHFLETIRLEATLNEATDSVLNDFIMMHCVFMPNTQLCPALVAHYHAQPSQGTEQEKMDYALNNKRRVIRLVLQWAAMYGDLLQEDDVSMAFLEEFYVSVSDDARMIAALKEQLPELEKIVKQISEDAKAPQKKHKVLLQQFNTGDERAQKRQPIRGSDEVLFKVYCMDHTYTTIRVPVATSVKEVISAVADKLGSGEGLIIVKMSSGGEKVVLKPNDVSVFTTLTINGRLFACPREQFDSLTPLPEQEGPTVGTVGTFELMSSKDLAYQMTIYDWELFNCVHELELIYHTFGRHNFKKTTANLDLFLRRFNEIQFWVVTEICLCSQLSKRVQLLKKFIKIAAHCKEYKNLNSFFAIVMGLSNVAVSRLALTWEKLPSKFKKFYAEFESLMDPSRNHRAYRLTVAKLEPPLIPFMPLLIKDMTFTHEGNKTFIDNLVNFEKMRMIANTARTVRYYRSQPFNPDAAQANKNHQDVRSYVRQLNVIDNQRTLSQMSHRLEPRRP
#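 qHTS, titration series. 100 nM EPAC2 / 250 nM Rap1B-BODIPY-GDP / 50 uM GDP; RT; ex 480/em 540 nm, 5-min reads to 30 min. Norm. to 6.5 mM cAMP = activation.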
# HepG2 viability = counter-screen for TGF-b inhibitors: cytotoxicity in HepG2 cells; HepG2 CAGA-GFP viability, ATP luminescence, 18 h; Potency, µM (top dose mostly 46.1 µM), inactives show at the top dose activity change, negative = cytotoxicity, most hits filed as cytotoxic; 410,000 tested, 0.76% active; AID 588856; also: potency is read from the fitted curve at half-maximal effect; some results filed as inactive show a strong effect at the top dose
#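 CellTiter-Glo luminescence gave cytotoxicity after 18 hours at 37 degrees C. The cells were HepG2 CAGA-GFP in 1% FBS DMEM, stimulated with 500 pg/mL TGF-beta after compound addition. %Activity was normalised to no-cell wells (complete cell-killing) and DMSO (no toxicity), and curves were fitted and classified.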
# IL2 activator = activates IL-2 in a cell-based reporter assay. IL-2 activation reporter assay, cell-based qHTS; stimulated with anti-CD3/CD4/CD28 beads; in transgenic mouse T cells. activation, % (series mostly up to about 46 µM). 360,000 tested, 0.065% active. AID 652025; in the data active = activation above about 50%; inconclusive = mostly about 30% to 49%; also: 0% is about no effect
#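 EGFP and DsRed fluorescence is measured by plate cytometry in unstimulated transgenic mouse T cells exposed to compound for 60 minutes, then stimulated 18 hours at 37 degrees C with anti-CD3/anti-CD4 beads plus anti-CD28.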
# Active calls of the source: *; i = inactive; ? = inconclusive; . = not tested or not shown; [ ] = another dose, or the depositor's remark. Unless noted, calls follow the shape of the dose curve; as a rule, active = well fitted curve in the direction sought with a large enough effect; inconclusive = small, poorly fitted or top-dose-only effect, or another doubt; inactive = no such curve, though single readings can be large; an effect the other way counts as inactive or inconclusive. An unsorted share of the library. Share with any hit: about 4.3%.
SMILES,A549 viability,TGFb inhibitor,S2 tox,ATXN2 expr inh,Nrf2 ARE act,Nrf2 block,EPAC2 agonist,HepG2 viability,IL2 activator
CN(C(=O)C1CCCCC1)C1(C)CCS(=O)(=O)C1 (stereo not given),-2%,13%,i,0%,0.0%,6%,6%,-11%,0.2
CCN(CC(=O)Nc1ccc(NC(C)=O)cc1)CC(=O)Nc1cccc(Cl)c1,3%,3%,i,-7%,-0.6%,2%,8%,-18%,-0.7
Cc1cc(Br)cn2c(Cc3cccc(F)c3)c(-c3ccc(C#N)cc3)nc12,.,.,?,-3%,11%,.,15%,.,0.0
O=C(c1ccccc1)N1CCN(C2c3cccc4cccc(c34)C2NS(=O)(=O)c2ccccc2)CC1 (stereo not given),-15%,0%,i,-12%,0.2%,?,5%,1%,-1.8
Clc1cc(Cl)cc(CN2CCSCC2)c1,0%,44%[activator],i,.,-0.4%,1%,7%,72%,-0.7
CCOC(=O)C(=C1Nc2ccccc2N1)n1c(-c2ccco2)nc2ccccc21,.,.,i,13%,6.8%,.,4%,.,-0.3
O=C(NC(NC1CCS(=O)(=O)C1)C(Cl)(Cl)Cl)c1ccc(Br)cc1 (stereo not given),-15%,?,i,-20%,0.1%,-21%,2%,-33%,-0.6
O=C(c1cccc(Cl)c1)N1CCn2c1nc1ccccc12,0%,2%,i,-8%,0.8%,-16%,3%,11%,1.2
CCCn1c(N)c(N(CCOC)C(=O)c2cc3c(s2)CCCCC3)c(=O)[nH]c1=O,-25%,-11%,?,-1%,0.0%,-9%,-2%,-3%,3.5
CNC(=O)CSc1nnc(-c2ccc3c(c2)OCO3)n1C,4%,0%,i,.,-0.4%,12%,3%,1%,0.3
C=CCNC(=S)N(CC)c1cccc2ccccc12,15%,-12%,i,2%,-0.3%,-11%,9%,14%,-1.9
CCOc1ccc2[nH]c3c(NCCCOC)ncnc3c2c1,10%,-2%,i,-14%,0.2%,1%,11%,-49%,0.3
OCCC1CN(Cc2cccc(-c3ccco3)c2)CCN1Cc1ccsc1 (stereo not given),0%,-10%,i,.,14%,-13%,9%,-18%,0.2
Cc1ccc(O)c(C(=O)c2cnn(C(=O)COc3ccc(Cl)cc3)c2)c1,6%,-3%,i,0%,2.4%,12%,-2%,-7%,-1.5
CCCC(C(=O)NC1CCCC1)N(CCN(CC)CC)C(=O)c1snc(C(N)=O)c1N (stereo not given),-1%,-1%,i,-2%,-0.1%,11%,17%,-19%,0.8
COc1ccc(NC(=O)C2CC(c3c(F)cccc3Cl)=NO2)cc1 (stereo not given),-3%,-5%,?,65%[activator],-0.9%,2%,16%,-30%,0.3
COc1ccc(C(C(=O)NC(C)(C)C)N(Cc2cccnc2)C(=O)CCC(=O)Nc2cc(C)on2)cc1 (stereo not given),-8%,-17%,i,-19%,0.0%,2%,2%,3%,-3.1
O=C(CNC(=O)c1ccccc1Cl)N/N=C/c1ccc2c(c1)OCO2,0%,-3%,?,4%,-0.7%,?,3%,0%,0.0
CCSc1nnc(NC(=O)C(C)(C)C)s1,-7%,-2%,i,44%[activator],2.8%,?,4%,-5%,0.0
C=C(C)c1cccc(C(C)(C)NC(=O)Nc2ccc(C(C)=O)cc2)c1,2%,-1%,i,1%,-0.8%,-5%,0%,-16%,0.4
CCOc1ccccc1NC(=O)CCCN1C(=S)NC(C)(C)CC1C (stereo not given),-1%,11%,i,-22%,-1.9%,-12%,10%,-7%,-3.8
COc1ccc(C(=O)N2CCCC(CNC(=O)c3ccccc3Cl)C2)o1 (stereo not given),-10%,5%,?,.,0.6%,-16%,-1%,1%,-0.9
COc1ccc(Cl)cc1NC(=O)c1cnc2sccn2c1=O,-2%,-2%,i,7%,19%,15%,4%,4%,-0.4
CC[C@@]12C(=O)N(c3cccc(F)c3)C(=O)N1[C@H](c1ccc(F)cc1)[C@@H]1C(=O)N(C3CCCCC3)C(=O)[C@@H]12,-8%,?,i,3%,-0.6%,-6%,5%,3%,-0.3
O=C1CS(=O)CN1c1ccc(Oc2ccccc2)cc1 (stereo not given),-4%,-10%,i,-1%,-0.5%,15%,3%,-4%,-2.5
CCC(CC)C(=O)N(C)c1c(C)nc2c(OCC(=O)C(C)(C)C)cccn12,.,13%,i,7%,-1.0%,.,8%,-18%,0.0
CCCCN(C(=O)c1cccc(S(=O)(=O)N2CC(C)OC(C)C2)c1)c1c(N)n(CCCC)c(=O)[nH]c1=O (stereo not given),4%,-5%,i,5%,0.2%,-3%,3%,-24%,5.2
C=CCNC(=O)NC(=O)c1csc([N+](=O)[O-])c1,-1%,19%,i,-16%,7.9%,7%,9%,-1%,0.3
Cc1ccc(-c2nnn(CC(=O)NCCC3=CCCCC3)n2)cc1,12%,40%[activator],i,-13%,2.0%,-13%,5%,-20%,-2.3
Cc1cc(N2CCC(C(=O)Nc3ccc(Cl)cc3)CC2)n2nc(C)c(-c3ccc(Cl)cc3)c2n1,-2%,-5%,i,15%,-0.8%,16%,.,3%,.
O=C(Nc1c2c(nc3c1CCC3)CCCC2)c1ccccn1,12%,-4%,i,-10%,0.2%,-6%,5%,-8%,0.3
CCc1cc(C(=O)Cc2nc3ccccc3s2)c(O)cc1OCC(=O)O,-13%,-4%,i,15%,2.5%,2%,5%,1%,-3.1
O=C(Nc1cccnc1)/C(N=Nc1cccnc1)=C(\O)c1ccccc1,0%,0%,i,-14%,0.2%,3%,4%,-2%,-3.7
Cc1ccccc1NS(=O)(=O)c1cc(C(=O)Nc2cccnc2)ccc1C,-1%,16%,i,5%,0.4%,-18%,2%,5%,2.6
O=C(CC[C@H]1O[C@@H](n2ccc(=O)[nH]c2=O)[C@H](O)[C@@H]1O)N[C@H](Cc1ccccc1)C(=O)NCc1ccccc1,.,16%,i,9%,0.4%,.,5%,-43%,0.6
CCN(CCCNC(=O)CCNC(=O)Cn1ccc2ccccc2c1=O)c1ccccc1,16%,0%,i,-5%,0.0%,-7%,10%,-1%,-0.3
CCn1c(CCc2ccccc2)n[nH]c1=S,1%,0%,i,-10%,-0.5%,-12%,-5%,-35%,-0.4
Cc1ccc(S(=O)(=O)N(C)CC(=O)OCc2nnc(-c3ccccc3)o2)cc1,-1%,-1%,i,-12%,-0.4%,6%,9%,-4%,-0.3
Cc1c(C(C)(C)O)[nH]c2ccc(C(F)(F)F)cc12,1%,-10%,i,62%[activator],-0.8%,9%,-1%,-25%,0.4
COc1ccc(CNC(=O)C2CC(c3ccc(F)cc3)=NO2)cc1 (stereo not given),2%,16%,i,7%,0.5%,.,-4%,-1%,0.2
CSC1=NSC2=NC(=O)/C(=C/c3coc4ccc(O)cc4c3=O)C(=N)N12,-3%,26%,i,-4%,4.4%,3%,100µM*,-5%,3.7
CCCc1nnc(SCC(=O)N2CCCCC2)n1CC1CCCO1 (stereo not given),-7%,11%,i,5%,-0.2%,1%,-1%,-1%,-0.6
Cc1cccc(NC(=O)N2CC(=O)Nc3sc4c(c3C2c2ccccc2)CCCC4)c1C (stereo not given),-2%,?,.,.,6.0%,?,.,-14%,.
Cc1ccc(-c2nn(CC(=O)O)c(=O)c3ccccc23)cc1,0%,18%,i,0%,-0.5%,12%,9%,14%,0.1
COC(=O)C1=C[C@@H](C(=O)OC)[C@@H]2C3=C(C(=O)[C@@]2(C)NC(=O)c2ccccc2)[C@H](C)n2c(=O)n(C)c(=O)n2[C@@H]3C1,-2%,-2%,i,10%,0.4%,1%,7%,-21%,-0.4
Cc1ccc2c(c1)C1CN(C)CCC1N2C(=S)NC(=O)c1ccc(Br)cc1 (stereo not given),-11%,-26%,?,?,19%,-20%,9%,-20%,-0.6
CCC(=O)N1CCc2cc(S(=O)(=O)NC(CC(C)C)C(=O)NCc3ccc(F)cc3)ccc21 (stereo not given),-3%,?,i,4%,-0.7%,-10%,.,-8%,.
CCCn1c2c(c(O)c(C(=O)Nc3ccc(OC)cc3)c1=O)CCCC2,-12%,0%,i,8%,3.3%,?,7%,-4%,-0.4
Cc1sc(NC(=O)c2ccc(Br)s2)c(C(N)=O)c1C,-3%,22%,i,60%[activator],8.6%,.,2%,-33%,-1.2
Cc1ccc(C(=O)Nc2ccc3c(c2)OCO3)cc1S(=O)(=O)N1CCOCC1,-6%,0%,?,11%,1.8%,13%,-1%,-15%,0.4
CCOC(=O)c1ccc(Nc2cc(C)nc3ncnn23)cc1,0%,23%,i,13%,2.3%,.,-4%,5%,1.0
CC(=O)Nc1ccc(NS(=O)(=O)C(F)(F)F)cc1,0%,0%,i,-3%,-0.7%,8%,-1%,3%,1.9
